PRC2 inh – EZH2/PRC2 methyltransferase inhibitors, primary screen, biochemical, DELFIA time-resolved fluorescence, single point; PRC2 H3K27 methylation, DELFIA TRF, 1 h; AID 651548, 2012; Histone-lysine N-methyltransferase EZH2 (Homo sapiens), Q15910; actives 0.35% (n = 57,000); inhibition, % at 12.5 µM;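 active = mean inhibition of replicates at least 50% and every single replicate also reaching 50%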;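 also: dimethyl H3K27 on biotinylated H3 21-44 peptide detected by antibody; plate controls were median neutral control wells for no effect and median positive control wells for full effect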
IDH1 R132H inh – inhibitors of IDH1 R132H reductase, primary screen, biochemical, plate reader, single point; Isocitrate dehydrogenase [NADP] cytoplasmic (Homo sapiens), O75874; diaphorase/resazurin fluorescence, 60 min; inhibition, % at 10 µM; actives 0.18% (n = 70,000); in the data active = inhibition above about 34%;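 also: 0% = DMSO and 100% = no enzyme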
Target sequence (O75874 whole entry R132H): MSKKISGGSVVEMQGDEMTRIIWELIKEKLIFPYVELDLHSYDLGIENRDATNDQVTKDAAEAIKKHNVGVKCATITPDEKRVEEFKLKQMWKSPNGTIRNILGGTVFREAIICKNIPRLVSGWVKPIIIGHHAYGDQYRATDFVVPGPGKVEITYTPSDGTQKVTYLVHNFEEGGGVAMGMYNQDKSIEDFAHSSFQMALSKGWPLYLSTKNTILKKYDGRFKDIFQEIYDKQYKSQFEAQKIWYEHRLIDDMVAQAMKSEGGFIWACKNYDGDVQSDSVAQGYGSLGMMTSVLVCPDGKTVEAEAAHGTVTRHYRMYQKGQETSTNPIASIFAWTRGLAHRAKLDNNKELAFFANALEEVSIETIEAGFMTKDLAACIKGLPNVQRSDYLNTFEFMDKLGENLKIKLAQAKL
* = called active by the depositor.

How did C[C@@H]1CCCCO[C@H](CN(C)C(=O)Nc2ccc(C(F)(F)F)cc2)[C@H](C)CN([C@@H](C)CO)C(=O)c2cc(NS(=O)(=O)c3ccccc3)ccc2O1 do in these assays?
IDH1 R132H inh: 0.4

How did C[C@@H](O)C#Cc1ccc2c(c1)O[C@@H](CN(C)CC1CC1)[C@@H](C)CN([C@@H](C)CO)S2(=O)=O do in these assays?
PRC2 inh: 8

What do the screens show for `COc1ccc(S(=O)(=O)Nc2ccc3c(c2)C(=O)N([C@@H](C)CO)C[C@H](C)[C@@H](CN(C)C(=O)Nc2cccc4ccccc24)OCCCC[C@H](C)O3)cc1`?
IDH1 R132H inh: -1.8

How did O=C(CSc1ncccc1C(=O)O)c1cccc([N+](=O)[O-])c1 do in these assays?
IDH1 R132H inh: 0.2

Results for C[C@H](CO)N1C[C@H](C)[C@@H](CN(C)C(=O)Nc2cccc3ccccc23)Oc2ccc(NC(=O)CCC(F)(F)F)cc2CC1=O ?
PRC2 inh: -11; IDH1 R132H inh: 1.6

What do the screens show for `CCCNC(=O)N1C[C@@H](C)[C@H](OC)CN(C)C(=O)c2cc(NS(=O)(=O)CC)ccc2OC[C@H]1C`?
PRC2 inh: -5; IDH1 R132H inh: 0.1

How did C[C@H](CO)N1C[C@H](C)[C@H](CN(C)C)Oc2ncc(C#Cc3cccnc3)cc2C1=O do in these assays?
PRC2 inh: 8; IDH1 R132H inh: 2.7

Results for CC1=CC(=O)C2C(C)(C)CC(O)CC2(C)C1(O)CO (stereo not given) ?
PRC2 inh: 11; IDH1 R132H inh: 0.4

How did Cc1ccc(S(=O)(=O)N(C)C[C@@H]2Oc3ncc(C#CC4(O)CCCC4)cc3C(=O)N([C@@H](C)CO)C[C@@H]2C)cc1 do in these assays?
IDH1 R132H inh: -0.1

How did CC(C)NC(=O)N(C)C[C@@H]1OCCCC[C@@H](C)Oc2ccc(NC(=O)CCCCCC(=O)Nc3ccccc3N)cc2C(=O)N([C@H](C)CO)C[C@@H]1C do in these assays?
PRC2 inh: 10

Results for O=C(CCC(=O)c1ccc(Oc2ccccc2)cc1)Nc1cccnc1 ?
PRC2 inh: 5; IDH1 R132H inh: -0.7

How did Cc1ccc(S(=O)(=O)N(C)C[C@@H]2Oc3ccc(NS(=O)(=O)c4cccs4)cc3CC(=O)N([C@@H](C)CO)C[C@H]2C)cc1 do in these assays?
IDH1 R132H inh: -0.1

Results for C[C@@H]1CN([C@@H](C)CO)C(=O)c2cc(NC(=O)c3ccncc3)ccc2O[C@@H](C)CCCCO[C@@H]1CN(C)C(=O)NC1CCCCC1 ?
IDH1 R132H inh: 9.0

How did O=C(N[C@H]1CC[C@@H](CC(=O)N2CCN(c3ccccc3)CC2)O[C@@H]1CO)c1ccccc1 do in these assays?
PRC2 inh: -6; IDH1 R132H inh: 0.2

How did CC(=O)N(C)C[C@@H]1Oc2cc(C#Cc3ccccc3)ccc2S(=O)(=O)N([C@@H](C)CO)C[C@H]1C do in these assays?
IDH1 R132H inh: 0.6

How did C[C@@H]1CN([C@@H](C)CO)C(=O)c2cc(NC(=O)CCN3CCOCC3)ccc2O[C@@H]1CN(C)Cc1ccccc1 do in these assays?
PRC2 inh: -5; IDH1 R132H inh: 0.2

What do the screens show for `COCC(=O)N(C)C[C@@H]1Oc2cc(-c3cncnc3)ccc2S(=O)(=O)N([C@H](C)CO)C[C@@H]1C`?
PRC2 inh: 0; IDH1 R132H inh: -2.2

Results for COc1cccc(NC(=O)N(C)C[C@@H]2Oc3ncc(C#Cc4ccncc4)cc3C(=O)N([C@@H](C)CO)C[C@@H]2C)c1 ?
PRC2 inh: 12; IDH1 R132H inh: 9.3

How did CC(C)NC(=O)N(C)C[C@H]1Oc2ccc(NS(=O)(=O)c3ccc(F)cc3)cc2C(=O)N([C@H](C)CO)C[C@@H]1C do in these assays?
PRC2 inh: 3

Results for C[C@@H]1CCCCO[C@@H](CN(C)C(=O)Nc2ccc3c(c2)OCO3)[C@H](C)CN([C@H](C)CO)C(=O)c2cc(NC(=O)Nc3cccc4ccccc34)ccc2O1 ?
IDH1 R132H inh: 3.9

By substructure: the entries above containing fluorine
How did C[C@@H]1CCCCO[C@H](CN(C)C(=O)Nc2ccc(C(F)(F)F)cc2)[C@H](C)CN([C@@H](C)CO)C(=O)c2cc(NS(=O)(=O)c3ccccc3)ccc2O1 do in these assays?
IDH1 R132H inh: 0.4

Results for C[C@H](CO)N1C[C@H](C)[C@@H](CN(C)C(=O)Nc2cccc3ccccc23)Oc2ccc(NC(=O)CCC(F)(F)F)cc2CC1=O ?
PRC2 inh: -11; IDH1 R132H inh: 1.6

How did CC(C)NC(=O)N(C)C[C@H]1Oc2ccc(NS(=O)(=O)c3ccc(F)cc3)cc2C(=O)N([C@H](C)CO)C[C@@H]1C do in these assays?
PRC2 inh: 3

(next part)
Results for C[C@@H]1CN([C@@H](C)CO)C(=O)c2cc(NC(=O)NC3CCCCC3)ccc2O[C@H]1CN(C)S(=O)(=O)c1ccccc1 ?
IDH1 R132H inh: 0.1

What do the screens show for `CCCNC(=O)Nc1ccc2c(c1)C(=O)N(C)C[C@H](OC)[C@H](C)CN(Cc1cncnc1)[C@H](C)CO2`?
PRC2 inh: 4; IDH1 R132H inh: -0.3

What do the screens show for `C[C@@H]1CN([C@@H](C)CO)C(=O)Cc2cc(NC(=O)Nc3ccc(C(F)(F)F)cc3)ccc2O[C@H]1CN(C)C(=O)Nc1ccc(F)cc1`?
IDH1 R132H inh: 0.3

What do the screens show for `C[C@H](CO)N1C[C@H](C)[C@H](CN(C)C(=O)NC2CCCCC2)Oc2ccc(NS(=O)(=O)c3cccs3)cc2C1=O`?
IDH1 R132H inh: 2.3

Results for COc1ccc(-c2ccc3c(c2)O[C@H](CN(C)Cc2cccnc2)[C@H](C)CN([C@@H](C)CO)S3(=O)=O)cc1 ?
PRC2 inh: 30; IDH1 R132H inh: -0.1

What do the screens show for `C[C@H]1CN([C@@H](C)CO)C(=O)c2cccc(NC(=O)C3CCOCC3)c2O[C@H]1CN(C)Cc1ccncc1`?
PRC2 inh: -1; IDH1 R132H inh: 1.1

What do the screens show for `NS(=O)(=O)c1ccc(NC(=O)CSC2=NCCS2)cc1`?
PRC2 inh: 0; IDH1 R132H inh: 0.3

How did C[C@@H]1CCCCO[C@@H](CN(C)C(=O)Nc2ccccc2)[C@@H](C)CN([C@H](C)CO)C(=O)c2cc(NS(C)(=O)=O)ccc2O1 do in these assays?
IDH1 R132H inh: 1.8

How did COC(=O)C[C@H]1O[C@@]2(C[C@@H]1[Si](C)(C)C)C(=O)N(C)c1ccccc12 do in these assays?
PRC2 inh: -2

Results for C[C@@H]1CN([C@@H](C)CO)C(=O)c2cc(NS(C)(=O)=O)ccc2O[C@@H](C)CCCCO[C@@H]1CN(C)C(=O)Nc1ccccc1 ?
IDH1 R132H inh: 1.5

Results for CCCN1C[C@@H](C)[C@@H](OC)CN(C)C(=O)c2cc(NC(=O)c3ccc(F)cc3)ccc2OC[C@@H]1C ?
PRC2 inh: 3; IDH1 R132H inh: 0.2

Results for O=S(=O)(NCc1nc(-c2ccccc2)no1)c1ccc(F)cc1 ?
PRC2 inh: 0; IDH1 R132H inh: 0.0

What do the screens show for `Cc1noc(C)c1NC(=O)N(C)C[C@H]1Oc2ccc(NC(=O)CCN3CCOCC3)cc2C(=O)N([C@@H](C)CO)C[C@H]1C`?
IDH1 R132H inh: -0.1

What do the screens show for `CCCC1O[C@@H]2C[C@H]3[C@@H]4CCC5=CC(=O)C=C[C@]5(C)[C@H]4[C@@H](O)C[C@]3(C)[C@]2(C(=O)CO)O1` (stereo not given in full)?
IDH1 R132H inh: 2.0

How did CN1CCN(C(=O)c2cc3c(c(-c4cccc(C#CCC5CCCC5)c4)n2)[C@@H](CCO)N(S(=O)C(C)(C)C)C3)CC1 (stereo not given in full) do in these assays?
PRC2 inh: -30; IDH1 R132H inh: -0.2

How did Cc1ccc(CC(CC(=O)O)C(=O)Nc2ccc(Cl)cc2)cc1 (stereo not given) do in these assays?
PRC2 inh: 0; IDH1 R132H inh: 0.0

How did O=C(N/N=C/c1c[nH]c2ccccc12)c1ccccc1O do in these assays?
PRC2 inh: 14; IDH1 R132H inh: 0.7

What do the screens show for `CO[C@H]1CN(C)C(=O)c2cc(NC(=O)NC3CCCCC3)ccc2OC[C@H](C)N(C(C)=O)C[C@@H]1C`?
PRC2 inh: -13; IDH1 R132H inh: 0.3

Results for CC(C)c1cn(CC[C@H]2CC[C@H](NS(=O)(=O)c3ccc(Cl)cc3)[C@@H](CO)O2)nn1 ?
PRC2 inh: 1; IDH1 R132H inh: 0.1

How did C[C@H](CO)N1C[C@H](C)[C@H](CN(C)Cc2cccnc2)Oc2cc(/C=C/c3ccccc3)ccc2S1(=O)=O do in these assays?
IDH1 R132H inh: -0.5

Looked up one by one from the entries so far:
What do the screens show for `Cc1noc(C)c1NC(=O)N(C)C[C@H]1Oc2ccc(NC(=O)CCN3CCOCC3)cc2C(=O)N([C@@H](C)CO)C[C@H]1C`?
IDH1 R132H inh: -0.1

What do the screens show for `CCCC1O[C@@H]2C[C@H]3[C@@H]4CCC5=CC(=O)C=C[C@]5(C)[C@H]4[C@@H](O)C[C@]3(C)[C@]2(C(=O)CO)O1` (stereo not given in full)?
IDH1 R132H inh: 2.0

Results for CCCN1C[C@@H](C)[C@@H](OC)CN(C)C(=O)c2cc(NC(=O)c3ccc(F)cc3)ccc2OC[C@@H]1C ?
PRC2 inh: 3; IDH1 R132H inh: 0.2

The list goes on:
What do the screens show for `CC(C)NC(=O)N(C)C[C@H]1Oc2ccc(NC(=O)NC3CCCCC3)cc2CC(=O)N([C@H](C)CO)C[C@@H]1C`?
IDH1 R132H inh: 0.4

Results for O=C(C[C@H]1CC[C@@H](NC(=O)C2CC2)[C@H](CO)O1)NCC1CC1 ?
PRC2 inh: 3; IDH1 R132H inh: -0.6

What do the screens show for `O=C(CSc1nc2ccccc2s1)c1cc2ccccc2o1`?
IDH1 R132H inh: 0.4

What do the screens show for `O=C(C[C@@H]1CC[C@H](NC(=O)Nc2ccccc2F)[C@@H](CO)O1)NCc1ccc(Cl)cc1`?
PRC2 inh: 0; IDH1 R132H inh: -0.2

What do the screens show for `C[C@H](CO)N1C[C@H](C)[C@H](CN(C)C(=O)Nc2ccc(C(F)(F)F)cc2)Oc2ccc(NC(=O)Nc3cccc4ccccc34)cc2C1=O`?
IDH1 R132H inh: 0.4

What do the screens show for `C[C@H]1CN([C@@H](C)CO)S(=O)(=O)c2ccc(C#CCC3CCCC3)cc2O[C@H]1CN(C)C(=O)CC1CC1`?
IDH1 R132H inh: -0.2

Results for COc1ccc(S(=O)(=O)Nc2ccc3c(c2)CC(=O)N([C@H](C)CO)C[C@H](C)[C@@H](CN(C)S(=O)(=O)c2ccc(Cl)cc2)O3)cc1 ?
IDH1 R132H inh: -3.5

Results for C=C[C@H]1[C@H](O[C@@H]2O[C@H](CO)[C@@H](O)[C@H](O)[C@H]2O)OC=C(C(=O)OC)[C@H]1C[C@@H]1N[C@H](C(=O)O)Cc2c1[nH]c1ccccc21 ?
PRC2 inh: 98*; IDH1 R132H inh: -0.3

How did CC(=O)Oc1ccc(C(=O)Nc2ccc(S(=O)(=O)Nc3nccs3)cc2)cc1 do in these assays?
PRC2 inh: -5; IDH1 R132H inh: -0.4

What do the screens show for `COC(=O)C[C@H]1CC[C@H](NS(=O)(=O)c2ccc(OC)cc2)[C@@H](CO)O1`?
PRC2 inh: 0; IDH1 R132H inh: -0.2

How did CO[C@@H]1CN(C)C(=O)c2cc(NC(=O)C3CCOCC3)ccc2OC[C@@H](C)N(C(=O)c2ccccc2)C[C@@H]1C do in these assays?
PRC2 inh: 18; IDH1 R132H inh: -0.1

What do the screens show for `CCOc1ccc(NC(=O)CSc2nnc3c4c5c(sc4nc(SC)n23)CCC5)cc1`?
PRC2 inh: 2; IDH1 R132H inh: 0.3

Results for COc1cc(NC(=O)COc2ccc([N+](=O)[O-])cc2)cc(OC)c1 ?
PRC2 inh: 14; IDH1 R132H inh: 0.0

What do the screens show for `COc1ccc(S(=O)(=O)N(C)C[C@@H]2Oc3c(NC(=O)c4nc5ccccc5s4)cccc3C(=O)N([C@H](C)CO)C[C@H]2C)cc1`?
IDH1 R132H inh: 0.6

Results for O=C(C[C@@H]1C[C@@H]2c3cc(NC(=O)CC4CC4)ccc3O[C@@H]2[C@H](CO)O1)NCc1ccncc1 ?
PRC2 inh: -10; IDH1 R132H inh: -0.4

What do the screens show for `CO[C@H]1CN(C)C(=O)c2ccc(NC(=O)C3CC3)cc2OC[C@@H](C)N(Cc2cc(F)ccc2F)C[C@@H]1C`?
PRC2 inh: -7; IDH1 R132H inh: -0.1

Results for C[C@H]1CCCCO[C@@H](CN(C)C)[C@@H](C)CN([C@@H](C)CO)C(=O)c2cc(NS(=O)(=O)c3ccc(F)cc3)ccc2O1 ?
PRC2 inh: -6; IDH1 R132H inh: 2.9

What do the screens show for `C[C@@H]1CN([C@@H](C)CO)C(=O)c2cccc(NC(=O)CCCCCC(=O)Nc3ccccc3N)c2O[C@H]1CN(C)C(=O)Nc1ccc(C(F)(F)F)cc1`?
PRC2 inh: -21; IDH1 R132H inh: 0.3

What do the screens show for `C[C@@H]1CN([C@H](C)CO)C(=O)c2cc(C3=CCCCC3)cnc2O[C@H]1CN(C)Cc1ccccc1F`?
IDH1 R132H inh: -0.3

How did CCC(C(=O)Nc1ccccc1C(=O)N1CCOCC1)N1C(=O)c2ccccc2C1=O (stereo not given) do in these assays?
PRC2 inh: -6; IDH1 R132H inh: -0.1

How did Cc1noc(C)c1NC(=O)Nc1ccc2c(c1)CC(=O)N([C@H](C)CO)C[C@@H](C)[C@H](CN(C)C(=O)NC1CCCCC1)O2 do in these assays?
IDH1 R132H inh: -0.2

How did O=C(Cc1ccncc1)NCC[C@@H]1CC[C@@H](NC(=O)Nc2cccc(F)c2)[C@@H](CO)O1 do in these assays?
PRC2 inh: 2; IDH1 R132H inh: -0.2

Assay outcomes (PubChem BioAssay)

These rows are one share of the data; the hit share may differ from the screen's.
